# Assay outcomes (PubChem)
# 14-3-3 PPI – alters human 14-3-3 gamma binding to Raf peptide; AID 422; P61981; actives 0.19% (n = 160,000); inhibition, % at 40 µM; FP, 14-3-3gamma / TMR-pS259-Raf peptide binding; in the data active means inhibition above about 30%;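 further: 0% = protein plus tracer without compound and 100% = blank with tracer alone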
# Target sequence (P61981 whole entry, looked up): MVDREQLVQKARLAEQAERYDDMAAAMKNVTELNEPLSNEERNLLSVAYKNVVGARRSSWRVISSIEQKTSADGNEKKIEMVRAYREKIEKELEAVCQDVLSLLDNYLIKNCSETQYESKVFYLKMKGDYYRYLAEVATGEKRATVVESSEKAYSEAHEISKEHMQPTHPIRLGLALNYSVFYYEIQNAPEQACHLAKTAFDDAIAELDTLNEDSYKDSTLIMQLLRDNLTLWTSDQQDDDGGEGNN
# * marks the source's active call; other numbers are inactive results; & = joins results of further samples. An excerpt; the hit share may differ from the screen's.
SMILES,14-3-3 PPI
Cc1ccc(C)c(NS(=O)(=O)c2cc(Br)cnc2N)c1,1
CCOC(=O)C1=C(C)NC2=C(C(=O)C(C(=O)OC)C(C)C2)C1c1cc(OC)c(OC)cc1OC (stereo not drawn),-3
O=C(Nc1ccccc1)N1CCSCC1,-3
FC(F)(F)c1cc(-c2ccc(Cl)cc2)nc(-n2nnc3ccccc32)n1,-10
O=C(c1ccc(S(=O)(=O)c2cccc(Cl)c2)c([N+](=O)[O-])c1)N1CCCC1,0
CCN(CC)S(=O)(=O)N1CCC(C(=O)NC2CCCC(C)C2C)CC1 (stereo not drawn),-6
Cc1ccc(C)c(NC(=O)c2cc3cc(Br)ccc3oc2=O)c1,-2
CC(=Cc1ccco1)C1Nc2cccc3cccc(c23)N1,-10
Cc1ccccc1COc1ccc2oc(C)c(C(=O)OC(C)C)c2c1,7
Cc1ccc(CNC(=O)c2cn(C3CCCC3)c(=O)c3c2c2ccccc2n3C)o1,-4&0
COc1cc(OC)c(Cl)cc1N,-24
CCOC(=O)c1c(C)n(C)c2ccc(OCC(O)CN3CCC(C)CC3)cc12 (stereo not drawn),-3
Cc1nc2ccccc2c(=O)n1NC(=O)c1ccccc1Cl,-2
COc1ccc(-c2noc(CCC(=O)Nc3cc([N+](=O)[O-])ccc3OC)n2)cc1,1
Cc1c(Cl)cccc1N1C(=O)C(N2C(=O)c3cccc([N+](=O)[O-])c3C2=O)C1c1cccc(F)c1 (stereo not drawn),-3
Nc1c(C(=O)Nc2nccs2)sc2nc3c(cc12)CCCC3,-2
COC(=O)c1cc(OC)c(OC)cc1NC(=O)Cn1nnc(-c2ccccc2Cl)n1,-10
Cc1cc(C)nc(NC2=NCC(=O)N2c2cccc(Cl)c2)n1,-13
Cc1ccc(C(=O)C2=C(N)OC3=C(C(=O)CC(C)(C)C3)C2c2ccccc2)cc1 (stereo not drawn),-8
Cc1ccc(S(=O)(=O)Nc2nc3ccccc3nc2Nc2ccccc2Cl)cc1,-1
NC(=O)c1cc(S(=O)(=O)NC2CCCCC2)co1,4&4
COc1ccc(OC)c2[nH]c(=O)c(CCNS(=O)(=O)c3ccc([N+](=O)[O-])cc3)cc12,2
C=C(C)CN1CCN(c2c(CC)c(C)c(C#N)c3nc4ccccc4n23)CC1,-8
O=C(OCC#CCSc1nnc(-c2cccc3ccccc23)o1)c1cccs1,3
Cc1ccc2c3c(ccc2n1)NC1=C(C(=O)CCC1)C3c1ccc2c(c1)OCO2 (stereo not drawn),7

# The list continues:
SMILES,14-3-3 PPI
O=C(CC1SCCNC1=O)Nc1cccc(Cl)c1 (stereo not drawn),-7
O=C1c2ccccc2C(=O)c2c(NC(=O)c3sc4ccccc4c3Cl)cccc21,-9
Cc1ccnc(NC2OC(=O)c3ccccc32)c1 (stereo not drawn),-2
CCOCCOC(=O)C1=C(C)NC2=C(C(=O)CCC2)C1c1coc2ccccc2c1=O (stereo not drawn),2
CCOC(=O)C1CCN(S(=O)(=O)c2ccc(F)c(C(=O)Nc3ccc(F)cc3)c2)CC1,-3
COc1ccccc1Nc1ncc([N+](=O)[O-])cc1[N+](=O)[O-],-11
COc1cccc2c1OC1(C)CC2NC(=O)N1c1cccc(C(=O)N2CCN(c3cccc(C)c3C)CC2)c1 (stereo not drawn),-1
CS(=O)(=O)Nc1ccc(C2=NN(S(=O)(=O)c3ccc(F)cc3)C(c3cccc(F)c3)C2)cc1 (stereo not drawn),-112
Cc1ccc(CCNC(=O)C2CCCN(S(=O)(=O)c3c(C)nn(C)c3C)C2)cc1 (stereo not drawn),-4
COc1ccc(NCc2nnc(SCC(=O)c3ccc(OC)cc3)n2C)cc1,0
Cc1ccc(Nc2nc(N)nc(CC#N)n2)cc1,-1
COc1cc(OC)c(C2Nc3ccccc3-c3nnc(SCc4ccccc4)nc3O2)cc1OC (stereo not drawn),-10
CCOC(=O)c1c(C)oc2ccc(N(C(C)=O)S(=O)(=O)c3ccc(Cl)c([N+](=O)[O-])c3)cc12,-9
CCCOc1cccc(C(=O)Nc2cccc(NC(=O)c3cccc(Cl)c3)c2)c1,-3
Nc1nc2c(ccc3[nH]c(=O)c(=O)[nH]c32)s1,-16
O=C(CN1C(=O)C2(OCCCO2)c2ccccc21)NCc1ccccc1,0
Cc1c(Cl)cccc1N=Cc1ccc(OC(=O)c2ccc([N+](=O)[O-])o2)c([N+](=O)[O-])c1,1
O=C1OC(Nc2ccc(Cl)cn2)c2ccccc21 (stereo not drawn),4
COc1ccccc1CNC(=O)c1ccc2c(=O)n(Cc3ccc4c(c3)OCO4)c(=S)[nH]c2c1,2
O=C(c1ccccc1Br)N1N=C(c2ccccc2)CC1(O)C(F)(F)F (stereo not drawn),5
COc1cc(C2C(C#N)=C(N)Oc3cc(N)ccc32)cc(OC)c1OC (stereo not drawn),4
CN1CCN(C(=O)c2cn(C)c3ccc(S(=O)(=O)N(C)C4CCCCC4)cc3c2=O)CC1,-6
Cc1cc(C)cc(NC(=O)c2ccccc2-c2nc3ccccc3[nH]2)c1,-2
CCOc1nc(-c2ccccc2)ccc1-c1noc(-c2ccncc2)n1,-1
O=S(=O)(c1ccc(O)cc1)c1ccc(OCc2ccccc2)cc1,6

# Nothing new here: 7 of the compounds above.
SMILES,14-3-3 PPI
O=C(CC1SCCNC1=O)Nc1cccc(Cl)c1 (stereo not drawn),-7
O=C1c2ccccc2C(=O)c2c(NC(=O)c3sc4ccccc4c3Cl)cccc21,-9
Cc1ccnc(NC2OC(=O)c3ccccc32)c1 (stereo not drawn),-2
CCOCCOC(=O)C1=C(C)NC2=C(C(=O)CCC2)C1c1coc2ccccc2c1=O (stereo not drawn),2
CCOC(=O)C1CCN(S(=O)(=O)c2ccc(F)c(C(=O)Nc3ccc(F)cc3)c2)CC1,-3
COc1ccccc1Nc1ncc([N+](=O)[O-])cc1[N+](=O)[O-],-11
COc1cccc2c1OC1(C)CC2NC(=O)N1c1cccc(C(=O)N2CCN(c3cccc(C)c3C)CC2)c1 (stereo not drawn),-1

# (next part)
SMILES,14-3-3 PPI
COc1ccc(CCNC(=O)CSCc2n[nH]c(=O)[nH]2)cc1OC,6
O=C(c1ccco1)N1CCN=C1SCc1ccc(C(F)(F)F)cc1,-13
Cc1ccc(C)c(NS(=O)(=O)c2ccc(NC(=O)c3ccco3)cc2)c1,4
C=CCn1c(SCc2ccccc2)nnc1-c1cccnc1,5
CC(=O)Nc1ccc(NC(=O)c2ccccc2F)cc1,-10
COc1ccc(Cl)cc1C(=O)n1nc(C)c(Br)c1C,-7
Cc1cc(=O)[nH]c(Nc2ccc(C(=O)OC(C)C)cc2)n1,-64
O=C(C1CCC(CNc2c(N3CCCCC3)c(=O)c2=O)CC1)N1CCN(c2ccccn2)CC1 (stereo not drawn),0
CCCOC(=O)c1cccc(NC(=O)C23CCC(C)(C(=O)C2)C3(C)C)c1 (stereo not drawn),-8
CCOc1ccccc1N(CC(=O)OC)S(=O)(=O)c1ccccc1,1
O=C(NC1CCCCC1)c1cc2nc3c(c(C(F)(F)F)n2n1)CCCC3,0
COc1ccc(NC2=C(Cl)C(=O)N(c3cccc(C(F)(F)F)c3)C2=O)cc1,3
COc1ccccc1NC(=O)c1ccc(Cl)c(S(=O)(=O)N2CCOCC2)c1,-2
O=C(CCCn1c(=O)c2ccccc2n(Cc2cc(=O)n3ccccc3n2)c1=O)NCc1ccc(F)cc1,-5
COc1ccc(OC)c(CCNC(=O)CC2Oc3ccc(C)cc3NC2=O)c1 (stereo not drawn),-2
COc1nsc(S(C)(=O)=O)c1C#N,-3
COc1ccc(-c2cc(C(F)(F)F)nc(-n3cncn3)n2)cc1,-3
COc1ccc(NC(=O)Cn2c(C)cc(=O)c3cccc(OC)c32)cc1,5
COc1ccc(C(=O)N2N=C(C)CC2(O)C(F)(F)F)cc1OC (stereo not drawn),5
O=C(NCc1ccccn1)c1n[nH]c2ccccc12,1
O=C(O)CC(C(=O)O)n1nc(-c2ccccc2)cc1-c1ccccc1 (stereo not drawn),2&-20
O=S(=O)(c1ccccc1)c1nc(-c2ccccc2)oc1N1CCOCC1,-17
COCCCNC(=O)c1ccc2c(c1)NC(=O)C(N1CCCC1)S2 (stereo not drawn),-7
O=c1nc(-c2ccccc2)cc(C(F)(F)F)[nH]1,7
Cn1c(=O)[nH]c(=O)c2c1nc1n2CC(O)CN1c1cccc2ccccc12 (stereo not drawn),6

# Four records drawn at random from the list so far:
SMILES,14-3-3 PPI
COc1ccc(C(=O)N2N=C(C)CC2(O)C(F)(F)F)cc1OC (stereo not drawn),5
COCCCNC(=O)c1ccc2c(c1)NC(=O)C(N1CCCC1)S2 (stereo not drawn),-7
Cc1cc(C)cc(NC(=O)c2ccccc2-c2nc3ccccc3[nH]2)c1,-2
CCOCCOC(=O)C1=C(C)NC2=C(C(=O)CCC2)C1c1coc2ccccc2c1=O (stereo not drawn),2

# Returning to the listing with the four entries that preceded the break.
SMILES,14-3-3 PPI
O=S(=O)(c1ccccc1)c1nc(-c2ccccc2)oc1N1CCOCC1,-17
COCCCNC(=O)c1ccc2c(c1)NC(=O)C(N1CCCC1)S2 (stereo not drawn),-7
O=c1nc(-c2ccccc2)cc(C(F)(F)F)[nH]1,7
Cn1c(=O)[nH]c(=O)c2c1nc1n2CC(O)CN1c1cccc2ccccc12 (stereo not drawn),6
COC(=O)c1cn(NC(=O)c2cccnc2)c(=O)c2ccccc12,-8
CCOC(=O)c1sc(NC(=O)c2ccc(C(C)(C)C)cc2)nc1-c1ccccc1,10
CCC(C)NCC(O)COCc1ccc(Cl)cc1 (stereo not drawn),-2&4
CCOC(=O)C1=C(C)NC2=C(C(=O)C(C(=O)OC)C(C)C2)C1c1ccccc1C(F)(F)F (stereo not drawn),0
CC1CCN(C(=O)Cn2cc(C(=O)c3ccco3)c3ccccc32)CC1,-4
CCC(=O)N1CCc2cc(S(=O)(=O)CCC(=O)NCc3ccc(F)cc3)ccc21,23
Cc1ncc(CO)c2cc(C(N)=O)c(=Nc3ccc(-c4ccccc4)cc3)oc12,-6
COc1ccc(CN2CCC(C(=O)N3CCN(c4ccccc4F)CC3)CC2)cc1OC,-10
Cc1sc2nc[nH]c(=S)c2c1-c1ccc(Cl)cc1,-2
COc1ccccc1C(=O)Nc1sc2c(c1C(=O)O)CCCC2,-8
CCOc1ccc(C(=O)Nc2ccc(S(=O)(=O)Nc3nccs3)cc2)cc1,-4
Cc1cccc(-c2nc3c(cnn3-c3ccccc3)c(=O)n2-c2ccc(F)cc2)c1,-16
O=C1C2C3C=CC(C3)C2C(=O)N1c1ccc2c(c1)OCCO2 (stereo not drawn),-7
Cn1c(SCc2c[nH]c3ccccc23)nnc1-c1ccccc1,0
Cc1ccc(Oc2cc([N+](=O)[O-])cc3c2C(=O)Nc2cc(Cl)ccc2O3)cc1,-150
CCOc1ccc2c(c1)C(=O)C(=O)N2C(C)=O,-11
CC(=O)C(C)Oc1ccc2c3c(c(=O)oc2c1)CCCCC3 (stereo not drawn),6
Cc1cc(C)nc(NC2=NCCN2C(=O)Nc2ccc(Cl)c(Cl)c2)n1,1
O=C(NCC(c1cccnc1)N1CCN(c2ccccc2)CC1)C1CCCCC1 (stereo not drawn),-2
COC(=O)c1cc(/C=C/c2ccccc2)on1,-6
C=CCSc1nnc2c(n1)OC(c1cc(Br)ccc1OC)Nc1ccccc1-2 (stereo not drawn),-276
CN(c1ccccc1C(=O)Nc1ccc(S(=O)(=O)N2CCCCC2)cc1)S(C)(=O)=O,-2
CN(Cc1ccccc1)C(=O)c1cccn2c(=O)c3c4c(sc3nc12)CCCC4,-3
CCN1CCCC1CNC(=O)Cn1c(=O)c2ccccc2n(CC)c1=O (stereo not drawn),-4
N=c1n(CCO)c2ccccc2n1CCOc1ccc(Cl)cc1Cl,-5

# Ordered by molecular weight (rising): part of the list above
SMILES,14-3-3 PPI
COC(=O)c1cc(/C=C/c2ccccc2)on1,-6
Cc1ccc(Oc2cc([N+](=O)[O-])cc3c2C(=O)Nc2cc(Cl)ccc2O3)cc1,-150
C=CCSc1nnc2c(n1)OC(c1cc(Br)ccc1OC)Nc1ccccc1-2 (stereo not drawn),-276

# (next part)
SMILES,14-3-3 PPI
CCCC(=O)N(c1ccc2oc3c(c2c1)CCCC3)S(=O)(=O)c1ccc(Br)cc1,-9
CC(C)c1ccc(S(=O)(=O)N2CCN(CC(=O)Nc3cccc(C(F)(F)F)c3)CC2)cc1,5
CCCCCn1c(=O)[nH]c2cc(C(=O)NCCc3ccc(C)cc3)ccc2c1=O,-1
O=C(CCN1C(=O)COc2ccccc21)NCCCN1CCN(c2ccc(F)cc2)CC1,-2&-10
COc1cccc(NC(=O)C2CC(=O)N(c3ccccc3)C(=Nc3ccccc3)S2)c1 (stereo not drawn),-10
Cc1ccc(Sc2ccc3noc4c3c2C(=O)c2ccccc2-4)cc1,-162
Cc1ccc2c(c1)Oc1cc([N+](=O)[O-])cc(Oc3ccccc3C)c1C(=O)N2,-236
O=C1c2cccc3cccc(c23)C(=O)N1c1cc(=O)c2ccccc2[nH]1,-3
O=C(O)CC(c1ccc(Cl)cc1)n1cccc1 (stereo not drawn),-9
CCOC(=O)C(Cc1ccccc1)C(=O)N(C1CCCCC1)C1CCCCC1 (stereo not drawn),2
COc1cccc(NC(=O)C2CC(=O)NC(Nc3nc4ccccc4s3)=N2)c1 (stereo not drawn),3
CCOC(=O)C1=C(C)N=C2SCCC(=O)N2C1c1ccc(Cl)cc1 (stereo not drawn),-10
CC12CC3CC(C)(C1)CC(CN)(C3)C2,-3
Cc1ccc(S(=O)(=O)N(CC(=O)N2CCCC2)Cc2ccccc2)cc1,-6
COc1cccc(-n2c(Cc3cc(=O)[nH]c(=O)[nH]3)nnc2SCC(=O)N2CCCC2)c1,-5
CCn1ncc([N+](=O)[O-])c1C(=O)Nc1sc2c(c1C#N)CCCCCC2,-3
CCCc1oc2ccc(NS(=O)(=O)c3ccc(Cl)c([N+](=O)[O-])c3)cc2c1C(=O)OCC,-1
COCCn1c(=N)c(C(=O)NCc2ccco2)cc2c(=O)n3ccccc3nc21,-1&0
O=c1n(-c2ccccc2)c(=O)n2n1CCC2,-4
O=C(O)CCC(=O)c1ccc2c(c1)OCCO2,3
Cn1nnc2cc(NC(=O)N3CCN(c4ccccn4)CC3)ccc21,1
COCCCNC(=O)c1ccc(N2CCCC2)c(NS(=O)(=O)c2ccc(C)cc2)c1,0
CC(=O)N1N=C(c2cccc(Br)c2)OC12CCCC2,1
CC(=O)Nc1sc2c(c1C(=O)N1CCOCC1)CCCCC2,-7
